Compound activity as filed in PubChem.
PPARg SRC-1 ag = PPARgamma-driven SRC-1 recruitment agonism; PPARgamma-SRC-1 coactivator recruitment biochemical assay; activation, % at 8 µM; hit rate 0.41% among 200,000; AID 631; P37231; in the data active = activation above about 19%;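 note: 0% = DMSO and 100% = reference agonist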
Target sequence (P37231 whole entry, looked up): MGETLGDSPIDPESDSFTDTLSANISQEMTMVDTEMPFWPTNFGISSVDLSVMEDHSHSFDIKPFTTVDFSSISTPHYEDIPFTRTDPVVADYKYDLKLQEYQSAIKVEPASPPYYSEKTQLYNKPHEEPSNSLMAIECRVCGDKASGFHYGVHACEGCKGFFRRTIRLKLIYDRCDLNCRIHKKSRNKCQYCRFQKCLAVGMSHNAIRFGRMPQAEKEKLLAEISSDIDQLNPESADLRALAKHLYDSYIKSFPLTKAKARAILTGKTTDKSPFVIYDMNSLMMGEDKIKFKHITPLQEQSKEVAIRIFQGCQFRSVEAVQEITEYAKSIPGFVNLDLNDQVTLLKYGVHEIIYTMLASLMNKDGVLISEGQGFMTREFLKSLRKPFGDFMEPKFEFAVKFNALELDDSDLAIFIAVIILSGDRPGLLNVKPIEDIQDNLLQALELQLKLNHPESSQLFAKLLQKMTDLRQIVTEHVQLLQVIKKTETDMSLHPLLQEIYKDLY
STAT3 activator = STAT3 signaling activation. activation (% of control), % at 5.6 µM. U3A cells, IL-6 STAT3-luciferase reporter, luminescence; 100% = signal with IL-6 EC80 alone. hit rate 0.91% among 190,000;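 active = activation above the screen-wide mean of compound activation plus 3 SD, cut at about 130% in these data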;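 note: 0% = background luminescence of wells with medium and substrate only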
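Detection: reporter luminescence signal / Assay system: STAT1-lacking human U3A cells, STAT3 luciferase reporter / Incubation: compound pre-incubation 1 h before IL-6, then 6 h stimulation at 37 °C / Control set: IL-6-only high control / Read-out: % activation relative to IL-6 control / Probe or stimulus: Interleukin-6, 33 ng/mL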
ROMK primary = human ROMK K+ channel modulation, primary screen; Tet-inducible ROMK, thallium flux fluorescence; actives lie on both sides; B-score at 10 µM; hit rate 2% among 130,000; AID 1918;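 active = signal ratio slope over the read window, or its plate-corrected B-score, at least 3 SD from the plate mean, either direction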;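 note: B-score of the F/F0 ratio slope over 7 to 12 s after thallium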
Target sequence (P48048 whole entry, looked up): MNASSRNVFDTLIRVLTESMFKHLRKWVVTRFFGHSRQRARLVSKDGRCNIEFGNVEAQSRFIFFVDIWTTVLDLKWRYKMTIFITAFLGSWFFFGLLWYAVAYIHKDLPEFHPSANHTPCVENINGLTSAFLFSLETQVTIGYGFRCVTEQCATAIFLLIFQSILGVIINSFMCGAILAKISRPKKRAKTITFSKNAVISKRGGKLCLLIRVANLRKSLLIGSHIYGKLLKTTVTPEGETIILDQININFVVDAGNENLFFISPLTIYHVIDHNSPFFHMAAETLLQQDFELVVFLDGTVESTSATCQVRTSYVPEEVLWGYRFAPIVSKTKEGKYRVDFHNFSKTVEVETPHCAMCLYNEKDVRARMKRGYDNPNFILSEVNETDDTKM
TR-FRET SRC-2 ct = TR-FRET artefact, counter-screen to PPARgamma/SRC-2 agonist assay; stronger effect = higher value; TR-FRET ratio at 8 µM; hit rate 0.4% among 200,000; in the data active = TR-FRET ratio above about 2000; note: inactives centre near 1500
bIAP activator = intestinal alkaline phosphatase (bovine) activation; purified bovine IAP, CDP-star luminescence, 30 min; stronger effect = higher value; fold of DMSO-control signal, blank-subtracted; activation factor at 20 µM; hit rate 0.17% among 200,000;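 active = activation factor of 2 or more at 20 µM, a signal rise over negative controls twice the positive control's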
PPARg SRC2 recr = promotes SRC-2 coactivator recruitment by human PPARgamma; P37231; PPARgamma LBD-SRC-2 recruitment, biochemical; activation, % at 8 µM; hit rate 0.34% among 200,000; in the data active = activation above about 22%;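 note: 0% = vehicle and 100% = reference agonist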
STAT3 blocker = inhibitors of IL-6 induced STAT3 signaling | hit rate 0.89% among 190,000 | U3A cells, IL-6 STAT3-luciferase reporter, luminescence; host cell line lacks STAT1 | inhibition, % at 5.5 µM;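 active = inhibition above the mean inhibition across all screened compounds plus 3 SD, cut at about 44% in these data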;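 note: 0% = DMSO only wells and 100% = 100 µM nifuroxazide control wells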
bIAP inhibitor = blocks bovine intestinal alkaline phosphatase activity | purified bovine IAP, CDP-star luminescence, 30 min | inhibition, % at 20 µM | 190,000 tested, under 10 active;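 active = over 50% inhibition of intestinal alkaline phosphatase at 20 µM in the single-dose screen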
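System: Purified bovine intestinal alkaline phosphatase (IAP) enzyme | Input: IAP diluted 1/65,000,000 in the well | Also added: CDP-star chemiluminescent phosphatase substrate, 30 µM final | Dosing: 20 µM single dose | Times: Enzyme reaction for 30 min at room temperature | Detection: Luminescence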
STAT1 inh = STAT1 signaling inhibition. NIH 3T3 STAT1-luciferase reporter, IFN-gamma, luminescence. hit rate 0.35% among 200,000. inhibition, % at 5.5 µM;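 active = inhibition above a set limit, the mean inhibition across all tested compounds plus 3 SD, cut at about 34% in these data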;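 note: 0% = IFN-gamma with DMSO and 100% = IFN-gamma with 300 µM nifuroxazide; values of inactives mirror those of a sister screen read the other way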
PPARg SRC-3 ag = agonists of human PPARgamma SRC-3 coactivator recruitment | activation, % at 8 µM | hit rate 0.26% among 200,000 | biochemical PPARgamma/SRC-3 coactivator recruitment assay | AID 731 | P37231; in the data active = activation above about 23%;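 note: 0% = DMSO and 100% = reference agonist; some compounds past the cut are filed as inactive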
TNAP act hi DEA = activators of human TNAP at high phosphate acceptor concentration. activation factor at 20 µM. 200,000 tested, under 10 active. P05186. purified TNAP, CDP-star luminescence, 1 M DEA, 30 min; stronger effect = higher value; 0 = EDTA background, 1 = DMSO-only activity. AID 1136;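 active = activation factor at least 2 at 20 µM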
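Assay system: human TNAP; Input: enzyme diluted 1/800 final; Reagent: CDP-star luminogenic substrate at 100 µM final; Timing: 30 min, room temperature; Signal: luminescence; Evaluation: TNAP activation factor scaled between EDTA and DMSO control wells.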
* marks the source's active call; other numbers are inactive results; nt = not tested or not shown. An unsorted share of the library. Share with any hit: about 3.7%.

#	SMILES	STAT3 blocker	ROMK primary	bIAP activator	TNAP act hi DEA	PPARg SRC2 recr	PPARg SRC-1 ag	TR-FRET SRC-2 ct	STAT3 activator	PPARg SRC-3 ag	bIAP inhibitor	STAT1 inh
1	CC(=O)Nc1cccc(/C(C)=N/NC(=S)NC(C)C)c1	2	0.19	1	1	6	3	1586	100	-1	1	-1
2	O=C(CC1N=C2c3ccccc3N=C(SCc3ccccc3Cl)N2C1=O)NCc1ccco1 (stereo unspecified)	3	-2.3	1.1	1	0	9	1366	100	-11	-6	3
3	Cc1nc2sc(C(c3ccccc3)N3CCC(O)CC3)c(O)n2n1 (stereo unspecified)	-4	0.48	0.9	1	-4	6	1566	105	4	7	0
4	NC(=O)CCn1c(=O)oc2ccccc21	2	0.25	1	1	12	2	1606	101	-7	-4	7
5	CCn1cnc2cc(NCc3ccncc3)ccc21	3	-0.083	0.9	1	2	0	1663	99	-3	13	-2
6	NC(=O)CSc1nnc(Cn2c(=O)sc3ccccc32)n1CCc1ccccc1	-7	nt	0.9	1	-1	0	1497	106	1	9	7
7	NC(=O)C1CCN(c2nc(C3CC3)nc3c2nnn3Cc2ccccc2)CC1	1	nt	1	1	8	3	1387	104	2	4	8
8	Cc1ccc(C)c(NCC(=O)NNC(=S)Nc2ccccc2)c1	5	-0.0093	1.2	1.1	7	2	1518	98	6	-16	6
9	CCCSc1ccc(-c2nn(-c3ccccc3)cc2/C=C(/C#N)C(=O)N2CCOCC2)cc1	-5	0.056	0.8	0.9	8	2	1539	104	1	20	12
10	CC(=O)Nc1ncc2c(n1)CC(c1ccco1)CC2=O (stereo unspecified)	-4	0.19	1.1	1	-2	-4	1471	104	-10	-8	-1
11	Nc1c(C(=O)Nc2ccc(F)cc2)nnn1-c1cccc(C(F)(F)F)c1	19	-0.061	0.8	1.1	2	-2	1560	89	2	22	-11
12	Fc1ccc2c(c1)C(c1ccncc1)=NNC(c1ccccc1)=N2	-7	nt	1	1	6	-3	1442	102	1	0	4
13	O=C(CN1C(=O)CCC1=O)NCC12CC3CC(CC(C3)C1)C2	6	0.27	0.9	1.1	1	-1	1646	100	5	8	12
14	Cn1c(C(=O)Nc2ccc3c(c2)OCO3)cc2sccc21	-26	-1.2	0.8	1.1	2	5	1484	126	14	15	-102
15	CCCCN(c1ccccc1)S(=O)(=O)c1cccc(C(=O)O)c1	13	-0.2	1	1	-2	7	1651	91	0	-2	-2
16	O=c1c2cc(NC(=S)NC3CCN(Cc4ccccc4)CC3)ccc2nc2n1CCCCC2	7	-1.6	1.1	1	-7	3	1460	97	1	-6	-4
17	O=S(=O)(N1CCOCC1)n1cnc2ccccc21	12	-0.13	1	1.1	-6	-4	1316	95	-5	1	1
18	O=C(NCCN1C(=O)S/C(=C\c2ccc(F)cc2)C1=O)C1CCN(S(=O)(=O)c2cccs2)CC1	-1	-0.2	0.7	1.1	2	3	1635	99	-1	28	5
19	CC(C)(CNC(=O)C1CCCN1C(=O)c1cccs1)N1CCOCC1 (stereo unspecified)	6	0.43	0.9	1.1	3	-11	1731	101	2	10	-1
20	CCC(=O)Nc1ccc(C(=O)N/N=C/c2ccc([N+](=O)[O-])cc2)cc1	9	nt	0.9	1	4	11	1712	95	7	12	-1
21	CN(C)C(=O)COc1ccc2ccc(=O)oc2c1	8	nt	1	1	3	-1	1489	98	0	4	6
22	CCOC(=O)CC(NC(=O)c1cc2cc(Cl)cc(Cl)c2oc1=O)c1cccc([N+](=O)[O-])c1 (stereo unspecified)	2	-1.6	1	1	-9	-14	1461	99	1	2	4
23	C=CCN=C1NN=C(c2cc(C)n(CC=C)c2C)CS1	74*	-0.67	1	1	2	6	1602	38	0	-2	25
24	Cc1cccc(CC(Cc2nc3ccccc3[nH]2)c2nc3ccccc3[nH]2)c1 (stereo unspecified)	1	nt	4.3*	1.1	2	-6	1407	104	-2	-332	9
25	O=C(CCC(=O)Nc1ccccc1)NNC(=O)COc1ccccc1	-19	0.46	0.9	1.1	-8	-5	1448	113	0	6	-6

Part of the list above, as labelled records.
3	Cc1nc2sc(C(c3ccccc3)N3CCC(O)CC3)c(O)n2n1 (stereo unspecified)
  STAT3 blocker: -4
  ROMK primary: 0.48
  bIAP activator: 0.9
  TNAP act hi DEA: 1
  PPARg SRC2 recr: -4
  PPARg SRC-1 ag: 6
  TR-FRET SRC-2 ct: 1566
  STAT3 activator: 105
  PPARg SRC-3 ag: 4
  bIAP inhibitor: 7
  STAT1 inh: 0

4	NC(=O)CCn1c(=O)oc2ccccc21
  STAT3 blocker: 2
  ROMK primary: 0.25
  bIAP activator: 1
  TNAP act hi DEA: 1
  PPARg SRC2 recr: 12
  PPARg SRC-1 ag: 2
  TR-FRET SRC-2 ct: 1606
  STAT3 activator: 101
  PPARg SRC-3 ag: -7
  bIAP inhibitor: -4
  STAT1 inh: 7

Following part.
#	SMILES	STAT3 blocker	ROMK primary	bIAP activator	TNAP act hi DEA	PPARg SRC2 recr	PPARg SRC-1 ag	TR-FRET SRC-2 ct	STAT3 activator	PPARg SRC-3 ag	bIAP inhibitor	STAT1 inh
26	CCCc1[nH][nH]c(=O)c1C(c1ccc(Br)cc1)C(C#N)C#N (stereo unspecified)	1	nt	1.2	1	1	4	1664	103	3	-16	7
27	CCOC(=O)CN1C(=O)C(C)(C)Oc2ccc(C(=O)Nc3ccccc3OC)cc21	5	nt	1	1	2	5	1542	101	-4	1	-3
28	Cn1c(=O)c2ncn(CC(=O)Nc3cc(C(F)(F)F)ccc3N3CCOCC3)c2n(C)c1=O	1	nt	1	1	4	3	1664	104	2	-4	-4
29	COc1cccc(C2=CC(c3ccc(N(C)C)cc3)n3nnnc3N2)c1 (stereo unspecified)	4	-0.25	1	0.9	1	4	1432	99	7	0	7
30	COc1ccc(C(=O)OCC2CC(c3ccccc3)N(C)O2)cc1 (stereo unspecified)	14	nt	1	1	0	5	1657	93	-5	-4	-1
31	Cc1cc2ncn(N)c2cc1C	0	0.94	0.9	1.1	9	0	1510	103	-2	13	6
32	Cc1occc1C(=O)Nc1cccc2ccccc12	19	nt	1.2	1	6	8	1489	86	16	-15	-79
33	COc1ccc(C(C)=O)cc1CSc1nnc(-c2ccncc2)n1C	7	-0.17	0.9	1	5	1	1605	96	1	13	7
34	CCOC(=O)CSc1nc2ccc(NC(C)=O)cc2s1	8	0.45	1	1.1	-6	0	1404	95	-4	2	5
35	CS(=O)(=O)N1CCN(c2nc(-c3ccccc3)cs2)CC1	10	nt	1.1	1	-1	4	1400	97	5	-7	-8
36	CS(=O)(=O)N(CC(=O)N1CCC(C(N)=O)CC1)C1CCCCC1	2	-0.17	0.9	1.1	-3	8	1568	100	-4	8	9
37	O=C(/C=C/c1ccccc1[N+](=O)[O-])OCC(=O)c1ccccc1	15	-0.0015	1	1	-2	9	1633	91	-3	-3	3
38	Cc1ccccc1Cn1ccc(NC(=O)c2onc(C)c2Cl)n1	10	nt	0.9	1	7	8	1625	92	3	10	-13
39	COc1cccc(NC(=O)CN(C)C(=O)c2ccc3ccccc3c2)c1	-6	0.15	1	1.1	9	1	1577	102	3	4	-8
40	O=C(Oc1cncc(Cl)c1)c1ccco1	0	nt	1	1	-2	5	1523	104	8	2	-5
41	CCC(C)Sc1nnc(Cc2cc(=O)[nH]c(=O)[nH]2)n1-c1ccc(OC)cc1 (stereo unspecified)	-4	nt	1.1	1	3	4	1574	108	2	-7	-4
42	O=S(=O)(Nc1ccc(N2CCOCC2)cc1)c1ccc(F)cc1	2	-0.93	1	1	9	0	1892	105	5	4	6
43	O=C(COC(=O)CCc1nc2ccccc2s1)NC(=O)NCc1ccco1	-4	-0.28	1	1	-2	2	1335	105	-3	-2	-8
44	CCc1ccc(OCC(=O)NC(NC(=S)Nc2ccc(Cl)cc2)C(Cl)(Cl)Cl)cc1 (stereo unspecified)	-6	-0.25	1.4	1	-1	-4	1476	103	-2	-38	1
45	Cc1ccc(/C=N/NC(=O)Cn2cnc3ccccc32)o1	8	0.8	1	1	1	0	1488	100	4	-1	5
46	Cc1ccc(C(=O)N2CCc3ccccc32)cc1NC(=O)c1ccco1	-6	-0.76	1.1	1	-8	-1	1481	107	-5	-7	-2
47	COc1ccc(C(=O)N(Cc2ccco2)Cc2cc3cc(C)ccc3[nH]c2=O)cc1OC	6	0.28	nt	nt	3	2	1456	98	-10	nt	4
48	CCn1cc(C(=O)N2CCN(c3ccccn3)CC2)c2cc(OC)c(OC)cc2c1=O	0	nt	0.9	1.1	2	1	1455	104	2	5	7
49	O=C(O)CS(=O)(=O)CC(=O)O	12	nt	0.9	1.1	9	4	1647	95	0	6	-5
50	CC/C(CC(C)(C)c1ccccc1)=N\O	10	nt	0.8	1	2	-3	1451	97	-4	15	0
51	COc1ccc([N+](=O)[O-])cc1NC(=O)/C=C/C(=O)O	-1	0.68	1	1	0	1	1397	102	-1	-2	-1
52	O=C(CSc1nnnn1Cc1ccccc1)NCCc1ccccc1	5	-1	0.9	1	2	6	1626	100	4	6	3
53	Nc1nc(-c2ccc3ccccc3c2)c(C2(O)C(=O)Nc3c(Br)cc(F)cc32)s1 (stereo unspecified)	4	0.6	1	1.1	3	-1	1694	102	6	3	-1
54	Cc1ccc(C)c(N2CCN(C(=S)Nc3ccc4nc(N5CCN(C)CC5)cc(C)c4c3)CC2)c1	6	2.2	1.2	1	3	8	1677	97	-1	-23	5
